Assay outcomes: PubChem BioAssay, Sanford-Burnham Center for Chemical Genomics
APOBEC3A inh – blocks human APOBEC3A ssDNA deamination; P31941; recombinant A3A, FAM/TAMRA ssDNA deamination fluorescence; inhibition, % at 20 µM; actives 0.41% (n = 330,000);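 active = at least 40% inhibition at 20 µM here, with at most 30% in a related deaminase screen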;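 also: plate controls were A3A with DMSO for no effect and wells lacking A3A enzyme for full effect; some results filed as inactive read as strong as hits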
Target sequence (P31941 whole entry, looked up): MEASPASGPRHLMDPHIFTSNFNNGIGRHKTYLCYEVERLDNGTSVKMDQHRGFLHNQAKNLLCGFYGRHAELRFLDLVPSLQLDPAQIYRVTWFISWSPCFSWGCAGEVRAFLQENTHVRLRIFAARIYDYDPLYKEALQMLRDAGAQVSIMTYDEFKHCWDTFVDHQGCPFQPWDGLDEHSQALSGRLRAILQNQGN
ATG4B inhibitor – ATG4B (human) cysteine protease inhibition; Q9Y4P1; ATG4B cleavage of LC3-PLA2, NBD-HPC fluorescence, 1 h; inhibition, % at 8.33 µM; actives 0.51% (n = 340,000); in the data active = inhibition above about 40%
hIAP block – human IAP inhibition. purified IAP, CDP-Star luminescence, 30 min. actives 0.12% (n = 330,000). P09923. inhibition, % at 10 µM;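 active = inhibition reaching a set limit with compound at 10 µM in the primary screen, cut at about 35% in these data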;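 also: plate controls were DMSO wells with enzyme for no effect and no-enzyme buffer wells for full effect; values of inactives mirror those of a sister screen read the other way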
Target sequence (P09923 whole entry, looked up): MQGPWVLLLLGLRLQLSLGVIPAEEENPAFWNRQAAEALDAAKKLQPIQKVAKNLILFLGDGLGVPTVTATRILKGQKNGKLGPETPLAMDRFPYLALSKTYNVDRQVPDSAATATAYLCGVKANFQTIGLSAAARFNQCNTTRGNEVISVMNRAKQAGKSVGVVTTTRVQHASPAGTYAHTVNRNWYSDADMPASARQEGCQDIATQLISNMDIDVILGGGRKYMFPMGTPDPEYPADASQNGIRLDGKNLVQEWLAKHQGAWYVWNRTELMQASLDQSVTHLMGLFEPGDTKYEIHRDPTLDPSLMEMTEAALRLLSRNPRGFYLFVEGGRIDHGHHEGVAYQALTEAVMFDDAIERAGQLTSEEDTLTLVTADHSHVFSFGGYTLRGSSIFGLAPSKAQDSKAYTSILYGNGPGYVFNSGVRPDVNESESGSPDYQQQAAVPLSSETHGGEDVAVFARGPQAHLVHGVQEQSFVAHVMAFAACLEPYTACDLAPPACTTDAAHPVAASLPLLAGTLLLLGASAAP
mIAP act – increases mouse intestinal alkaline phosphatase activity; muIAP, CDP-Star luminescence, 30 min; active compounds read high; 1 = vehicle-only enzyme signal, 0 = enzyme-free wells; actives 0.24% (n = 330,000); AID 2805; activation factor at 10 µM;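 active = activation factor of at least 2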; also: the source names both 10 and 20 µM as test concentration; values of inactives mirror those of a sister screen read the other way
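Assay system: mouse IAP enzyme; reagent: chemiluminescent substrate CDP-Star; dosing: test compounds delivered from DMSO solution; schedule: 30 min at room temperature; measured by: luminescence from enzymatic CDP-Star hydrolysis; controls: DMSO-only wells and no-enzyme negative control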
HKDC1 inh – inhibitors of human hexokinase HKDC1. recombinant HKDC1, G6PDH/diaphorase resazurin coupled fluorescence. Q2TB90. inhibition, % at 20 µM. actives 0.16% (n = 340,000);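 active = inhibition above about 35% when tested at 20 µM, limit read from the data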;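 also: plate controls were DMSO wells with enzyme for no effect and DMSO wells lacking enzyme for full effect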
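Test system: Recombinant HKDC1 (HK5) hexokinase enzyme, produced in-house | Input: HKDC1 at 5 µg/mL | Buffer or medium: Tris pH 8.0 buffer with MgCl2, Tween-20, BSA, BME | Schedule: 90 min reaction incubation at room temperature, dark | Technique: Resazurin-to-resorufin fluorescence via G6PDH and diaphorase coupling, 525/613 nm | Controls: DMSO wells with and without enzyme mix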
PfG6PD inh – PfG6PD (Plasmodium falciparum) enzyme inhibition | inhibition, % at 20 µM | actives 0.78% (n = 350,000) | PfGluPho enzyme, NADPH resazurin-diaphorase fluorescence;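 active = inhibition reaching at least a set limit at 20 µM in the primary screen, cut at about 59% in these data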;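 also: 0% = DMSO wells with substrate and 100% = DMSO wells lacking glucose-6-phosphate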
mIAP inh – mouse IAP inhibition | purified mouse IAP, CDP-Star luminescence, 30 min | inhibition, % at 10 µM | actives 0.2% (n = 330,000);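 active = inhibition of at least 40% at 10 µM in the primary screen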;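 also: plate controls were DMSO with enzyme for no effect and no enzyme wells for full effect; values of inactives mirror those of a sister screen read the other way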
hIAP activ – increases human intestinal alkaline phosphatase activity | P09923 | purified human IAP, CDP-Star luminescence, 30 min; active compounds read high; 1 = vehicle-only enzyme, 0 = enzyme-free background | activation factor at 10 µM | actives 0.16% (n = 330,000) | AID 2524;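 active = activation factor of the enzyme at least 2-fold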; also: the source names both 10 and 20 µM as test concentration; values of inactives mirror those of a sister screen read the other way
* marks the source's active call; other numbers are inactive results.

Values in the order – APOBEC3A inh	ATG4B inhibitor	hIAP block	mIAP act	HKDC1 inh	PfG6PD inh	mIAP inh	hIAP activ
- NC(=O)CCCn1c(C(=O)c2cc(Cl)c(N)c(Cl)c2)c2ccc(C(F)(F)F)cc2[n+]1[O-]
  -1	-9	11	0.97	11	20	3	0.89
- CCc1ccc(NC(=O)Nc2ccncc2)cc1
  5	-8	-12	1.4	-6	1	-45	1.1
- CC(C(=O)N1CCc2ccccc21)N(C)CC(=O)Nc1ccccc1Cl (stereo not given)
  -3	-1	11	0.93	-2	-5	7	0.89
- c1ccc(C(c2ccccc2)c2ccn[nH]2)cc1
  3	0	-1	1.1	2	15	-14	1
- CCN(Cc1ccc2c(c1)OCO2)C(=O)CSc1ncnc2sccc12
  1	3	3	0.97	-1	39	2	0.97
- COc1ccc(C(=O)NNC(=O)CCC(=O)Nc2ccc(C)cc2C)cc1
  -6	-2	-16	0.93	-3	11	7	1.2
- Cc1ccc2nnc(Cl)n2n1
  5	4	-25	1	1	-22	-3	1.2
- CCOC(=O)N1CCC(NC(=O)CSc2cc(=O)n(CC)c3ccccc23)CC1
  -3	-3	13	0.95	2	-12	5	0.87
- CCC(CC)c1nnc(NC(=O)C23CC4CC(CC(NC(C)=O)(C4)C2)C3)s1
  -7	-4	-19	1	-8	18	0	1.2
- CN(C)CCCN(C(=O)C1COc2ccccc2O1)c1nc2cc3c(cc2s1)OCO3 (stereo not given)
  3	-5	-2	1.1	-4	21	-6	1
- CCN1CCN(C(=O)Cn2ncc3c([nH]c4ccccc43)c2=O)CC1
  -5	5	-2	1.1	-3	-13	-9	1
- NC(=O)C1CCN(C(=O)COc2ccc(Nc3ccccc3)cc2)CC1
  -2	-2	6	1.1	2	44	-5	0.94
- CC(C)n1nc(C(=O)Nc2ccccc2N2CCOCC2)c2ccccc2c1=O
  0	-2	-2	1.1	5	-13	-12	1
- O=C(Nc1ccc2ccccc2c1)c1ccc2[nH]c(=O)c(=O)[nH]c2c1
  -1	-17	-36	1	23	14	-3	1.4
- c1ccc([C@H]2CN3C(=N2)Sc2ccccc23)cc1
  -2	0	7	1	1	25	0	0.93
- Cc1ccc(S(=O)(=O)N2CCN(C(=O)COC(=O)CSc3cc(C)ccc3C)CC2)c(C)c1
  0	-7	12	1.1	0	4	-6	0.88
- CCOC(=O)CSCc1csc(CC(=O)Nc2ccccc2C)n1
  5	-12	-4	1.2	-3	5	-17	1
- COCCN(C(=O)COC(=O)Cc1coc2cc3c(cc12)CCC3)c1c(N)n(Cc2ccccc2)c(=O)[nH]c1=O
  25	-2	4	0.97	-4	1	3	0.96
- Cn1nnnc1SCCNCc1cc(Cl)ccc1OCc1ccccc1
  -8	-6	-4	1.1	9	8	-6	1
- CN(CC(=O)Nc1ccc(F)cc1)C(=O)c1ccc2ccccc2n1
  -5	4	8	0.91	0	-13	9	0.92

Quoted at random: 4 compounds from above
Values in the order – APOBEC3A inh	ATG4B inhibitor	hIAP block	mIAP act	HKDC1 inh	PfG6PD inh	mIAP inh	hIAP activ
- NC(=O)CCCn1c(C(=O)c2cc(Cl)c(N)c(Cl)c2)c2ccc(C(F)(F)F)cc2[n+]1[O-]
  -1	-9	11	0.97	11	20	3	0.89
- CC(C(=O)N1CCc2ccccc21)N(C)CC(=O)Nc1ccccc1Cl (stereo not given)
  -3	-1	11	0.93	-2	-5	7	0.89
- Cn1nnnc1SCCNCc1cc(Cl)ccc1OCc1ccccc1
  -8	-6	-4	1.1	9	8	-6	1
- COc1ccc(C(=O)NNC(=O)CCC(=O)Nc2ccc(C)cc2C)cc1
  -6	-2	-16	0.93	-3	11	7	1.2

Next section
Values in the order – APOBEC3A inh	ATG4B inhibitor	hIAP block	mIAP act	HKDC1 inh	PfG6PD inh	mIAP inh	hIAP activ
- COc1ccc(C)cc1NC(=O)CCCN1C(=O)C(c2ccccc2)Oc2cccnc21 (stereo not given)
  -5	18	8	1	1	5	0	0.92
- O=C(c1ccc(F)cc1)N1CCCC(c2nc(-c3ccncc3)no2)C1 (stereo not given)
  -3	-4	-12	1	-4	0	-1	1.1
- CCOCCn1c(SCc2ccc(C)cc2)nc2c1c(=O)[nH]c(=O)n2C
  3	4	2	1.1	1	-13	-14	0.98
- COc1cccc(N2CCN(C(=O)c3cc(-c4ccc(F)cc4)[nH]c3C)CC2)c1
  -7	6	-12	1.2	1	10	-23	1.1
- C=CCn1c(C(CCC(C)C)CC(C)(C)O)n[nH]c1=S (stereo not given)
  -3	2	-5	1	-4	39	0	1.1
- CCCCCC/C=C/c1ccc(OC)c([C@H]2[C@H]3C=CC[C@@H](C)[C@@H]3C(=O)N2Cc2ccccc2)c1
  -4	-7	5	1	2	4	-3	0.95
- O=C(COC(=O)c1ccc(Br)c(S(=O)(=O)N2CCOCC2)c1)NCCc1ccccc1
  -2	-8	-10	1	-7	0	-4	1.1
- COc1ccc(C(=O)NNC2=Nc3cccc4cccc2c34)cc1
  1	-4	-34	0.75	-10	8	25	1.3
- CC(=O)Nc1cccc(NC(=O)CSc2ccc3nnc(CCNC(=O)c4ccccc4)n3n2)c1
  2	9	1	1	-1	0	-1	0.99
- COc1ccc(C(=O)COc2ccc(C)cc2NC(C)=O)cc1
  2	-8	6	1	-4	12	-4	0.94
- Cc1ccc2cc(CCNC(=O)C3CCCC3)c(=O)[nH]c2c1
  -2	-10	-11	0.96	-3	13	4	1.1
- S=C(Nc1cc(Cl)cc(Cl)c1)N1CCN(c2ccccn2)CC1
  -1	13	3	1.2	-5	2	-18	0.97
- CCOC(=O)NNc1ccccc1
  0	0	10	0.99	-8	13	1	0.9
- N#Cc1c(-c2ccccc2)nc(SCc2ccc([N+](=O)[O-])cc2)[nH]c1=O
  -5	14	4	0.89	11	-22	11	0.96
- Cc1ccc(C)c(N(CC(=O)NCCc2ccccc2)C(=O)CCC(=O)Nc2ccccn2)c1
  0	2	10	1.1	-4	-9	-9	0.9
- CC(Cc1ccccc1)NC(=O)CCCN1C(=O)c2ccccc2C1=O (stereo not given)
  -4	3	2	0.95	0	-3	4	0.98
- O=C(Nc1ccccc1-c1ccccc1)NC1CC2CCCC(C1)N2CCc1ccccc1 (stereo not given)
  -2	7	10	2.3*	-9	9	-131	0.9
- CCCN(C1CCS(=O)(=O)C1)S(=O)(=O)c1ccc(F)cc1 (stereo not given)
  0	-12	8	0.97	-6	10	3	0.92
- Cc1ccc(-n2nnnc2-c2cnc(N3CCCC3)nc2C(F)(F)F)cc1
  -2	7	-16	1	4	14	-1	1.2
- O=C(NNC(=O)c1sccc1-n1cccc1)c1ccc(F)cc1
  -8	-10	-15	1.1	-2	19	-9	1.2
- CSc1nc2n(n1)C(c1ccccn1)C1=C(CC(C)(C)CC1=O)N2 (stereo not given)
  -5	-3	18	1	-16	2	0	0.82
- COc1ccc(/C=C(\NC(=O)c2cccs2)C(=O)Nc2ccc(C)cc2)cc1OC
  5	-14	-16	1	-2	0	-4	1.2
- O=C(NCCN1CCOCC1)c1ccc2ccccc2c1
  -1	4	1	1	-1	-1	-1	0.99
- COC(C[C@@H](O)C[C@H](O)[C@@H](C)OCc1ccccc1)OC
  5	1	7	1.1	-7	8	-8	0.93
- COc1ccc(OC)c(/C=N/NC(=O)c2ccc[n+](CC(=O)c3ccccc3)c2)c1
  -7	1	-8	1.1	-2	-1	-6	1.1
- N#CCCn1cc(/C=N/NC(=O)c2ccncc2)c(-c2ccc(F)cc2)n1
  -1	-8	5	0.88	-6	6	12	0.95
- O=C(CCS(=O)(=O)c1ccc(Br)cc1)NC1CCCC1
  15	-8	5	1.1	-7	-7	-8	0.95
- CN(C)C(CNC(=O)c1ccc(NS(=O)(=O)c2cccc([N+](=O)[O-])c2)cc1)c1ccco1 (stereo not given)
  1	-3	-5	0.92	-3	5	8	1.1
- O=C(CCc1ccccc1)N1CCCC(Nc2ccc(F)cc2)C1 (stereo not given)
  2	4	2	1	5	8	-2	0.98
- C=CCN1C=C2C(=O)C(C)(OC(=O)c3ccc(OC)cc3)C(=O)C(c3ccco3)=C2C=C1CCCC (stereo not given)
  3	6	-4	1	17	24	0	1
- COCCn1c(=S)[nH]c2cc(C(=O)N3CCc4ccccc43)ccc2c1=O
  3	19	4	0.92	-12	10	8	0.96
- O=C(CNc1cc([N+](=O)[O-])ccc1NCCO)Nc1cccc(S(=O)(=O)N2CCCCC2)c1
  -3	-11	14	0.74	5	0	26	0.86
- O=C(Nc1ccc2oc(-c3ccncc3)nc2c1)c1ccccc1
  4	-16	11	0.95	-6	-2	5	0.89
- COc1ccccc1C(=O)N1CCN(Cc2cccnc2)CC1
  -1	9	-32	0.99	-4	0	1	1.3
- CN1CCN(c2ccc([N+](=O)[O-])cc2C(=O)c2ccc(Cl)cc2)CC1
  -5	-8	-19	1.1	-1	-2	-7	1.2
- Cc1ccc(C)c(OCc2cc(C(=O)N3CC[C@H](O)C3)no2)c1
  -2	16	-5	0.92	-4	-1	8	1
- CC(NC(=O)c1ccc(F)cc1)C(=O)NC1=NCCS1 (stereo not given)
  -5	8	2	0.92	-2	-5	8	0.98
- CCOc1ccc(N2CC(=O)N(c3ccc(OCC)cc3)CC2=O)cc1
  -5	-5	14	0.98	-3	-3	2	0.86
- O=C(Nc1ccccc1N1CCN(C(=O)c2ccccc2)CC1)c1cc(Br)ccc1Cl
  0	-1	11	0.93	-3	-6	7	0.89
- O=C(Nc1ccc(Br)cc1)C1CCCN(S(=O)(=O)c2cccnc2)C1 (stereo not given)
  -1	-8	-12	0.96	-3	16	4	1.1
- CCOC(=O)N1CCN(Cc2cn3ccccc3n2)CC1
  0	-5	-5	1	-5	-6	-1	1.1
- O=C(Cc1ccccc1)N1CCC(c2ccccc2)C1 (stereo not given)
  -1	-9	1	0.82	-3	1	18	0.99
- Clc1nc2ccccc2cc1/C=N/Nc1nc2ccccc2[nH]1
  -2	-15	-2	0.84	-9	30	16	1
- CCOC(=O)C1=C(c2ccccc2)NC(=O)NC1c1cc(Cl)c(O)c(OC)c1 (stereo not given)
  -3	-2	-19	0.91	17	5	9	1.2
- CS(=O)(=O)N(CC(=O)NCc1ccco1)c1cc(C(F)(F)F)ccc1Cl
  0	5	-3	1.1	-3	-1	-6	1
- CCN(CC(=O)NCc1cccs1)C(=O)c1ccc(S(=O)(=O)Nc2ccccc2F)cc1
  5	1	-2	1	-5	-4	-3	1
- Cn1cc(CN2CCC(Oc3ccc(C(=O)N4CCCC4)cc3)CC2)cn1
  -5	9	-17	0.98	3	-7	2	1.2
- CN(C(=O)CSc1nnc(-c2ccco2)o1)C1CCCCC1
  -4	-6	-8	0.97	-7	-8	3	1.1
- CC1(C)CC(=O)c2c(O)cc(OCC(=O)NCCc3ccc(S(N)(=O)=O)cc3)cc2O1
  -1	-14	-6	0.91	-3	7	9	1.1
- CC(OC(=O)c1ccc(C(C)(C)C)cc1)C(=O)NC1CCCCC1C (stereo not given)
  12	7	-2	0.98	-5	3	2	1
- OC(c1ccc(Cl)cc1)C(CN1CCOCC1)c1ccccc1 (stereo not given)
  -3	6	-24	0.99	-7	18	1	1.2
- CCN(C(=O)COC(=O)c1cc2ccccc2cc1O)C1CCS(=O)(=O)C1 (stereo not given)
  -1	-9	13	1.1	-3	7	-11	0.87
- CCC1CCCCN1CC(O)Cn1c2ccccc2n2c(=O)cc(C)c(C#N)c12 (stereo not given)
  4	-4	7	1.1	10	9	-5	0.93
